Compound activity: PubChem, several laboratories
NPY Y2 blocker = antagonists of human neuropeptide Y receptor Y2; P49146; 0.99% of 140,000 active; AID 793; NPY-Y2 expressing cells, antagonist mode; inhibition, % at 2.7 µM; in the data active = inhibition above about 17%;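 also: 0% = vehicle with agonist challenge and 100% = reference antagonist with challenge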
Target sequence (P49146 whole entry, looked up): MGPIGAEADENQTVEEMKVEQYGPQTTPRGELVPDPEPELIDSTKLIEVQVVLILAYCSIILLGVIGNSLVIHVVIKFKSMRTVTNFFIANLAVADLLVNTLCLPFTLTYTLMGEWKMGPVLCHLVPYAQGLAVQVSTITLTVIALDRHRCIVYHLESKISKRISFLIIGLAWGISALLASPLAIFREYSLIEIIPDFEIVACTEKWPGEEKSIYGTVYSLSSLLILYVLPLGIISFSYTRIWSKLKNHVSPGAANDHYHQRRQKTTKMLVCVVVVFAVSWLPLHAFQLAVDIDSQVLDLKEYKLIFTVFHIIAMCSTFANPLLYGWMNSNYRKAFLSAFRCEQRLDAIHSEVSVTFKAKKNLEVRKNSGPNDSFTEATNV
MRP1 act = activates MRP-1; H69AR cells + doxorubicin, viability rescue, CellTiter-Glo; viability increase, % at 10 µM; 0.61% of 140,000 active; AID 799;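 active = viability gain under doxorubicin at or above a set limit, the compound median plus 3 SD, cut at about 4.7% in these data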;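 also: MRP-1 overexpressing cells given doxorubicin 25 µM after compound pretreatment; 18-22 h compound pretreatment then 72 h with doxorubicin before readout; 0% = doxorubicin-only wells and 100% = vehicle-treated cells without doxorubicin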
HCT116 PTEN-null = growth suppressors of cells with PTEN tumor suppressor deletion; HCT116 PTEN-null viability, CellTiter-Glo, 60 h; active compounds read low; viability, % at 10 µM; 1.2% of 140,000 active;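 active = viability at or below a set limit, 4 SD under the median of all tested compounds, cut at about 3.7% in these data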;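 also: PTEN knockout HCT116 line with beta catenin targeted HCT116 as companion control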
E-sel TNF inh = TNF alpha driven E-selectin expression inhibition. inhibition, % at 2 µM. HUVEC TNFa-induced E-selectin immunofluorescence, high content. 0.71% of 120,000 active;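 active = inhibition above the batch mean plus 3 SD, and confirmed as a hit on visual image review, cut at about 43% in these data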;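 also: 0% = TNF-stimulated DMSO wells and 100% = unstimulated control wells; not every result past the cut was called active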
BB579 growth dn = reduces growth of yeast BB579 in restrictive medium; 0.51% of 140,000 active; inhibition, % at 10 µM; S. cerevisiae BB579 growth, OD615, 48 h;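 active = inhibition above a set limit, 3 SD over the mean compound inhibition, cut at about 44% in these data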; also: inactives centre near -24
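controls = amphotericin B 10 µg/mL, positive | assay system = DeaD yeast strain BB579 | schedule = 48 h compound exposure at 30 °C after 4 h preincubation | detection = OD615 turbidity measurement | medium = restrictive CSMM-D medium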
Measles CPE = protection of cells from measles virus; Measles virus-infected cells, CPE protection, absorbance; protection (pct of control), % at 4 µM; 1.5% of 140,000 active; AID 841; in the data active = protection mostly above about 24%, no sharp cut-off; inactive = mostly below about 26%; also: some compounds called inactive have numbers as strong as hits
Yeast lifespan up = extends the lifespan of yeast. S. cerevisiae growth with nicotinamide, OD615; deaD strain in restrictive glucose medium. inhibition of the nicotinamide effect, % at 10 µM. 0.68% of 130,000 active;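 active = inhibition above a set limit, placed 3 SD over the median of all compounds, cut at about 26% in these data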;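 also: 0% = nicotinamide-treated wells and 100% = cells grown without nicotinamide; some compounds called inactive have numbers as strong as hits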
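System: Modified budding yeast, DeaD strain | Buffer or medium: Restrictive glucose medium | Also added: 1.5 mM nicotinamide | Doses: 10 µM single point, 0.25% DMSO | Schedule: 48 h compound exposure at 30 °C, humidified | Detection: Absorbance at 615 nm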
Phagocytosis inh = macrophage phagocytosis inhibition; AID 1029; inhibition, % at 5 µM; J774A.1 macrophage IgG-bead phagocytosis, imaging; 0.07% of 110,000 active;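 active = inhibition above the mean of the plate negative controls plus 5 SD, cut at about 13% in these data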;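 also: phagocytic index as fraction of beads internalized from green versus red external bead signal; plate controls were DMSO negative control for no effect and cytochalasin-D positive control for full effect; some results beyond the cut were filed as inactive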
bCat KO growth = beta-catenin-lacking colon tumor cell growth suppression. HCT116 beta-catenin knockout viability, CellTiter-Glo, 60 h; active compounds read low. viability, % at 10 µM. 1.5% of 140,000 active;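 active = viability at or under a set limit, the compound median less 4 SD, cut at about 6% in these data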;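 also: 0% = Hyamine 1622 control at 20 µM and 100% = untreated cell control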
GALR2 blocker = blocks the human galanin receptor 2 | GALR2-expressing cells, antagonist mode | O43603 | inhibition, % at 4 µM | 0.39% of 140,000 active; in the data active = inhibition above about 27%;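 also: cells stimulated with galanin 1-16 at roughly its EC80; 0% = agonist challenge control and 100% = basal control without agonist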
Target sequence (O43603 whole entry, looked up): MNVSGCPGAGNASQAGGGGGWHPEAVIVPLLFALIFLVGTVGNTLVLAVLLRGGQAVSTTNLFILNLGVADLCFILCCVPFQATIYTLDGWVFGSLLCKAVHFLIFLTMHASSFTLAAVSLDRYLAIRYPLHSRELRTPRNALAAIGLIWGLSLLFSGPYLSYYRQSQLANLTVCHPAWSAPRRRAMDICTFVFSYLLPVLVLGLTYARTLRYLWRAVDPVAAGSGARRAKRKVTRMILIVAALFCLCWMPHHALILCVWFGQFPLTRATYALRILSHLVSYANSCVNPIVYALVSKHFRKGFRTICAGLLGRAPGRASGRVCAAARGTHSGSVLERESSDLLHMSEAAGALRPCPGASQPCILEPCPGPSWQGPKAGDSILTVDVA
An asterisk follows results filed as active; / = not tested or not shown. The order is random; about 6.4% have a hit in one of these screens.

No.	SMILES	NPY Y2 blocker	MRP1 act	HCT116 PTEN-null	E-sel TNF inh	BB579 growth dn	Measles CPE	Yeast lifespan up	Phagocytosis inh	bCat KO growth	GALR2 blocker
1	Cc1ccccc1C(=NC(=O)c1ccccc1)c1ccccc1	8	-2.9	55	-39	-14	9	11	/	62	-3
2	CC(C)c1ccc(CN(C(=O)C2COc3ccccc3O2)C2CCS(=O)(=O)C2)cc1 (configuration not stated)	-1	-4.0	71	-9	-16	5	-18	-2	87	-2
3	CCCCOc1ccc(S(=O)(=O)Nc2cccnc2)cc1	0	-3.0	67	33	-16	17	0	/	70	7
4	CSc1nnc2c(n1)OC(c1cccn1C)N(C(C)=O)c1ccccc1-2 (configuration not stated)	1	-0.8	114	-10	-56	/	-6	-3	104	-3
5	Cc1ccc(NC(=S)NC(=O)c2c(-c3ccccc3Cl)noc2C)cc1	-2	1.9	89	-40	-42	4	24	0	101	-1
6	Cc1csc2nc(CNC(=O)C3CCCCC3)cn12	1	-3.1	99	-8	-3	14	-6	1	95	11
7	Cc1ccc(OS(=O)Nc2cccc3nccnc23)cc1 (configuration not stated)	3	-1.8	74	-29	-6	5	-3	0	72	5
8	COC(=O)c1nn(-c2ccc(Cl)cc2)c(=O)cc1Sc1ccccn1	0	0.3	106	13	-25	28*	27	3	84	-3
9	COc1ccc(S(=O)(=O)N2CCCCCC2)cc1NC(=O)c1c2c(nc3ccccc13)CCN(Cc1ccccc1)C2	4	-2.8	77	/	-36	13	3	-13	74	1
10	COc1ccc(-c2nc(CS(=O)CC(=O)NCCC3=CCCCC3)c(C)o2)cc1 (configuration not stated)	1	-1.2	93	-1	26	12	-4	1	81	3

Brought forward from above: 3 entries, followed by the next part.
No.	SMILES	NPY Y2 blocker	MRP1 act	HCT116 PTEN-null	E-sel TNF inh	BB579 growth dn	Measles CPE	Yeast lifespan up	Phagocytosis inh	bCat KO growth	GALR2 blocker
8	COC(=O)c1nn(-c2ccc(Cl)cc2)c(=O)cc1Sc1ccccn1	0	0.3	106	13	-25	28*	27	3	84	-3
9	COc1ccc(S(=O)(=O)N2CCCCCC2)cc1NC(=O)c1c2c(nc3ccccc13)CCN(Cc1ccccc1)C2	4	-2.8	77	/	-36	13	3	-13	74	1
10	COc1ccc(-c2nc(CS(=O)CC(=O)NCCC3=CCCCC3)c(C)o2)cc1 (configuration not stated)	1	-1.2	93	-1	26	12	-4	1	81	3
11	CCOc1nc(-c2ccc(Cl)cc2Cl)ccc1C#N	13	-4.9	81	/	-27	2	-22	0	72	-8
12	CC(C(=O)N1CCCCC1)n1ncn2cccc2c1=O (configuration not stated)	2	-2.8	99	-8	-20	14	-6	/	95	5
13	CCOc1ccc(S(=O)(=O)N(CCO)CCO)cc1-c1nc2c(C(C)(C)C)nn(C)c2c(=O)[nH]1	3	-5.2	87	-1	-38	14	-2	-2	81	-20
14	CC(=O)c1cccc(NC(=O)N2CCCC2C(=O)NCCC(C)C)c1 (configuration not stated)	-2	-3.8	91	-12	-29	9	-13	3	88	14
15	COC(=O)C1=C(C)NC(=O)/C1=C\c1cc(C)n(-c2cc(C)cc(C)c2)c1C	3	4.0	58	/	-50	4	-22	0	65	-9
16	CCN(CC)C(=O)c1ccccc1NC(=O)c1cccc(S(=O)(=O)N(CC)CC)c1	5	-1.5	102	7	-31	2	13	0	93	2
17	COc1ccc(NC(=O)CC2C(=O)N(C)C(=S)N2Cc2ccco2)cc1 (configuration not stated)	2	-0.9	89	/	-13	9	-1	-12	93	1
18	CN(C)S(=O)(=O)c1ccc(NC(=O)c2cc(-c3cccs3)nc3ccccc23)cc1	9	-2.1	62	/	-55	17	9	-5	76	13
19	CC[C@H](C)[C@@H]1NC(=O)c2cc([N+](=O)[O-])cc(F)c2NCCCC[C@@H](C(N)=O)NC(=O)[C@H](CCCCN)NC1=O	0	0.2	92	39	-27	6	13	/	86	2
20	CCCOc1ccc(CCc2n[nH]c(=S)n2Cc2ccccc2)cc1	6	-0.3	93	-11	3	20	-1	-3	92	4
21	CC(CN1CCOCC1)OC(=O)c1ccccc1Br (configuration not stated)	1	-1.0	105	/	-24	56*	-3	4	98	1
22	C=C(C)Cn1c(SCC(=O)O)nnc1-c1ccc(C(C)(C)C)cc1	2	-0.4	82	-3	-21	6	5	1	91	-4
23	COC(=O)c1cccc(NC(=S)Nc2cccc(Cl)c2C)c1	4	2.1	86	/	-15	/	-4	-3	96	18
24	CN(C)S(=O)(=O)c1cc(NC(=O)COC(=O)Cc2ccc(Cl)cc2Cl)ccc1Cl	3	-0.1	95	-4	-11	8	-1	2	93	1
25	Cn1c(C(O)c2ccccc2F)nc(Cl)c1Cl (configuration not stated)	1	0.5	89	2	-15	8	-6	-1	109	3
26	COc1cc2cc(C(c3nnnn3C3CCCC3)N3CCCCC3)c(=O)[nH]c2cc1OC (configuration not stated)	-1	-3.9	98	23	-21	4	-5	0	93	6
27	O=C(Cc1ccccc1)Nc1nc2ccccc2[nH]1	0	-0.8	96	7	-23	3	-2	-2	95	9
28	N#Cc1c(NC(=O)CCCN2C(=O)c3ccccc3C2=O)oc(-c2ccccc2)c1-c1ccccc1	20*	1.1	105	-6	-37	9	-8	-1	96	-8
29	CC1CCCCC1NC(=O)CN1C(=O)NC(C)(c2ccc(OC(F)F)cc2)C1=O (configuration not stated)	3	-1.3	82	/	-8	6	-17	-1	84	13
30	O=C(COC(=O)c1ccccc1-c1ccccc1[N+](=O)[O-])c1ccccc1	4	0.3	91	18	-36	14	/	/	81	3
31	COc1cccc(/C=N/n2c(N)c(S(=O)(=O)c3cccs3)c3nc4ccccc4nc32)c1	3	0.4	56	-16	-31	/	-14	0	80	-16
32	O=C(N/N=C/c1ccc(OC(F)F)cc1)c1ccc(CSc2nc3ccccc3[nH]2)cc1	1	1.2	85	5	-16	25	-6	-12	83	4
33	CCCOc1ccc(C(=O)C(CN2CCOCC2)c2ccccc2)cc1 (configuration not stated)	6	-7.5	2.1*	18	-71	19	/	/	2.6*	-4
34	COCCCN=CC1=C(O)CC(C)(C)CC1=O	1	0.8	97	/	-9	43	-6	/	96	-1
35	Cc1ccc(S(=O)(=O)NC(CC(N)=O)C(=O)O)cc1 (configuration not stated)	4	-0.5	84	/	-21	25	-10	0	78	3
36	CCOc1ccccc1NC(=O)C1C2C=CC(O2)C1C(=O)O (configuration not stated)	2	-0.1	94	-1	-24	7	-1	-3	96	20
37	C=CCn1c(SCc2ccc(Cl)cc2)nc2cc(C(=O)N3CCC(C(N)=O)CC3)ccc2c1=O	3	-1.7	47	/	-3	10	0	-1	47	-3
38	CCOC(=O)c1c(CC(C)C)csc1NC(C)=O	6	-0.6	99	-3	-89	16	-15	/	96	-2
39	Cc1ccc(N(C(=O)Cn2nnc3ccccc32)C(C(=O)NCc2ccco2)c2ccc(C)o2)cc1 (configuration not stated)	10	-4.8	89	/	-21	18	-1	0	95	14
40	O=C(NCc1cccnc1)C(=O)NCC1OCCN1S(=O)(=O)c1ccc(F)cc1 (configuration not stated)	0	-1.1	105	8	-1	3	1	/	89	9
41	CC1CCc2nn(CC(=O)NCCN3CCCCC3C)cc2C1 (configuration not stated)	3	-3.5	97	/	-23	5	2	0	86	6
42	O=C(c1ccncc1)N1CCN(c2ccc(F)cc2)CC1	0	0.8	100	/	0	22	-14	-2	101	-8
43	CCCc1nnc(SCC(=O)Nc2ccc(OC)cc2)n1N	1	-2.2	99	-67	-3	1	-5	0	102	-1
44	c1ccc(-c2csc3ncn4nnnc4c23)cc1	1	-0.5	102	11	-35	2	-15	1	97	9
45	CCN1CCN(c2cc3c(nn2)Oc2ccccc2N3C)CC1	4	0.5	95	-2	-33	2	7	/	78	9
46	O=C(CCN1C(=O)c2ccccc2C1=O)N1CCN(C2c3ccccc3-c3ccccc32)CC1	4	-0.4	99	21	-19	5	-11	0	85	-4
47	CCSc1nc(-c2ccc(OC)cc2)n(-c2nc3ccccc3s2)n1	-1	-1.3	77	6	-73	1	-12	-1	75	8
48	O=Cc1ccc2noc(-c3ccc(F)cc3)c2c1	0	-1.9	64	7	-28	13	-12	-1	71	-8
49	Brc1ccc2c(c1)CNc1c(ncnc1N1CCOCC1)O2	1	-1.4	91	/	3	24	-8	0	83	-1
50	CSc1ccc(-c2nc(CSCC(=O)N3CCOCC3)c(C)o2)cc1	7	-1.1	68	-16	-16	14	-6	1	70	0
51	CCC(CC)C(=O)NCc1ccccc1OC	5	-0.8	91	-8	-17	7	-6	-2	97	6
52	Cc1cnc(C(=O)Nc2nnc(C(C)C)s2)cn1	3	-1.2	94	-12	-25	7	-5	-1	95	12
53	CCc1ccc(Nc2nnc(SCn3nnc4ccccc4c3=O)s2)cc1	9	-2.4	100	10	-48	13	4	1	90	-15
54	Cc1cccc(-n2ncc3c(NC4CCCCC4)ncnc32)c1	5	-1.7	75	2	-8	37	-14	/	71	19
55	CC(C)C(=O)N=C1SC2CS(=O)(=O)CC2N1Cc1ccccc1 (configuration not stated)	4	-2.1	96	9	-24	3	-7	-4	99	-11
56	C/C(CC(=O)Nc1ccc(OCc2ccccc2)cc1)=N\NC(=O)C(=O)Nc1ccccc1C	-2	1.1	101	-4	-60	20	-9	/	103	0
